STAT3 activator: IL-6 driven STAT3 reporter potentiators, primary screen, U3A cells, luciferase, luminescence, MLSCN library. AID 871, 2007. hit rate 0.91% among 190,000. IL-6 STAT3-luciferase reporter; 100% = signal with IL-6 EC80 alone. activation (% of control), % at 5.6 µM;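 active = activation above the screen-wide mean of compound activation plus 3 SD, cut at about 130% in these data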;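 also: 0% = background luminescence of wells with medium and substrate only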
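Test system: STAT3-luciferase reporter U3A cells; Detection: reporter luminescence signal; Times: 1 h compound pre-exposure, 6 h IL-6 stimulation, 37 °C; Benchmarks: IL-6-only high control; Also added: IL-6 stimulus at 33 ng/mL final.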
STAT1 blocker: STAT1 signaling inhibitors, primary screen, cell-based, HTS, luciferase reporter; NIH 3T3 STAT1-luciferase reporter, IFN-gamma, luminescence; inhibition, % at 5.5 µM; hit rate 0.35% among 200,000;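 active = inhibition above a set limit, the mean inhibition across all tested compounds plus 3 SD, cut at about 34% in these data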;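 also: 0% = IFN-gamma with DMSO and 100% = IFN-gamma with 300 µM nifuroxazide; values of inactives mirror those of a sister screen read the other way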
STAT3 inh: IL-6 driven STAT3 reporter inhibitors, primary screen, U3A cells, luciferase, luminescence, MLSCN library; IL-6 STAT3-luciferase reporter; host cell line lacks STAT1; inhibition, % at 5.5 µM; hit rate 0.89% among 190,000; AID 862, 2007;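 active = inhibition above the mean inhibition across all screened compounds plus 3 SD, cut at about 44% in these data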;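 also: 0% = DMSO only wells and 100% = 100 µM nifuroxazide control wells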
Hsp70 act: Hsp70 transcriptional activators, primary screen, cell-based, HeLa, Hsp70 promoter luciferase, luminescence, 10 µM; HeLa Hsp70 promoter luciferase reporter; scaled: vehicle 0, proteasome-inhibitor control 100%; activation, % at 10 µM; hit rate 0.04% among 200,000;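 active = activation above the mean across all tested compounds plus 3 SD, cutoff set per campaign, cut at about 5.5% in these data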;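 also: 100% = MG132 at 30 µM as the positive control and 0% = DMSO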
APP transl inh: inhibitors of APP translation via 5'UTR reporter, primary screen, APP 5'UTR luciferase, SH-SY5Y cells; AID 1285, 2008; SH-SY5Y APP 5'UTR-luciferase reporter, luminescence; hit rate 0.82% among 190,000; inhibition, % at 2 µM;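 active = inhibition above a set limit, derived from the sample mean plus 3 SD, cut at about 45% in these data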; also: values of inactives mirror those of a sister screen read the other way
FLuc inh counter: firefly luciferase enzyme inhibitors, primary screen, artefact control for luciferase-based inhibitor screens, biochemical, luminescence, ATPLite; Luciferin 4-monooxygenase (Photinus pyralis), P08659; 10 min; inhibition, % at 10 µM; hit rate 1.5% among 200,000; AID 1006, 2008;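 active = inhibition above about 50% when tested at 10 µM, limit read from the data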
Target sequence (P08659 whole entry, looked up): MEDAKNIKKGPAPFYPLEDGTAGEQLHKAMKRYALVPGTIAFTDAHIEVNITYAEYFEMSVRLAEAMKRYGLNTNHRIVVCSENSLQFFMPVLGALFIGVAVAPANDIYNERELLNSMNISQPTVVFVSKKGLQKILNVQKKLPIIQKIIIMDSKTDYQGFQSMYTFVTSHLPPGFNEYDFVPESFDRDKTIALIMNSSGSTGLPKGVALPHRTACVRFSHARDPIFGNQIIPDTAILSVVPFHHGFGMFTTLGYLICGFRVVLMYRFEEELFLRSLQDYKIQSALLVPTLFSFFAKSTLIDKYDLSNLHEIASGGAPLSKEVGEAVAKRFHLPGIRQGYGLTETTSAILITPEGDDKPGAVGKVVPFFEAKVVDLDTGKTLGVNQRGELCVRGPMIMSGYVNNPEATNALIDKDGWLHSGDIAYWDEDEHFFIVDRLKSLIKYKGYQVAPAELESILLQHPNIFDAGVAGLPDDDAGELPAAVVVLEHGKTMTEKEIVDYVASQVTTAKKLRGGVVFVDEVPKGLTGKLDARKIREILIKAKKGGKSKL
STAT1 activator: STAT1 signaling activators, primary screen, cell-based, HTS, luciferase reporter. NIH 3T3 STAT1-luciferase reporter, IFN-gamma, luminescence; 100% = IFN-gamma alone, no compound. activation (% of control), % at 5.5 µM. hit rate 2.6% among 200,000. AID 932, 2007;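 active = activation above the screen-wide mean activation plus 3 SD, cut at about 130% in these data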;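 also: raw ratio to IFN-gamma control signal so 100% means no change and 0% no light; values of inactives mirror those of a sister screen read the other way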
APP 5'UTR act: activators of APP 5'UTR luciferase reporter, primary screen, SH-SY5Y cells. activation, % at 2 µM. hit rate 1% among 190,000. AID 1276, 2008. SH-SY5Y APP 5'UTR luciferase reporter, luminescence; zero percent = DMSO vehicle wells;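 active = activation above a set limit, based on mean plus 3 SD of controls, cut at about 140% in these data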; also: values of inactives mirror those of a sister screen read the other way
NF-kB neuron act: activators of NF-kB expression in neurons, primary screen, cell-based, HTS. human neuronal cells, NF-kB reporter expression; stronger effect = higher value. hit rate 1.6% among 190,000. fold change at 12.5 µM; in the data active = fold change above about 3.3
RAM network inh: inhibitors of the yeast RAM network, primary screen, dse1pr::URA3 reporter, 5-FOA selection. S. cerevisiae dse1pr::URA3 reporter, 5-FOA growth OD615, 2 d; analog-sensitive cbk1-as2 kinase mutant strain. hit rate 1.8% among 190,000. AID 868, 2007. inhibition, % at 50 µM;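 active = inhibition above a set limit, 3 SD over mean compound inhibition, cut at about 8.4% in these data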;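 also: 0% = DMSO-only wells with no growth and 100% = 10 µM 1-NA-PP1 full growth; inhibition rescues growth on 5-FOA so higher OD means more RAM inhibition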
Numbers without * were called inactive; / = not tested or not shown.

SMILES	STAT3 activator	STAT1 blocker	STAT3 inh	Hsp70 act	APP transl inh	FLuc inh counter	STAT1 activator	APP 5'UTR act	NF-kB neuron act	RAM network inh
Cc1cccc(-n2c(=O)c(C#N)cc3c(=O)n4ccccc4nc32)c1	99.8	-4.5	-2.8	-0.4	-11.9	-3.1	104.2	11.9	0.97	1.4
COc1ccc(NC(=O)/C(N=Nc2cc(S(=O)(=O)Nc3ccc(OC)cc3)ccc2OC)=C(\C)O)cc1	92.7	5.9	11.2	0.5	-5.1	-8.1	93.8	5.1	1.27	1.4
O=C(Nc1ccc(Cl)c(Cl)c1)Nc1cc(C(=O)NC2CC2)ccc1Cl	102.2	4.2	-1.8	-0.2	7.1	1.2	96.2	-7.1	0.65	3.0
O=C(OCC(=O)N1c2ccccc2Sc2ccccc21)C1CC(=O)N(Cc2ccco2)C1 (configuration not stated)	93.1	6.0	16.7	-0.3	-4.1	-5.6	94.5	4.1	1.24	-0.1
C/C=C(\C)C(=O)NCCN1C2=NC[C@H](C(C)C)N2C[C@@H]1Cc1ccc(OC)cc1	/	-2.3	/	-0.4	-11.3	0.6	103.6	11.3	1.18	0.0
CS(=O)(=O)N(CCC#N)Cc1ccco1	99.5	-1.4	12.1	-0.2	-16.8	-3.5	100.6	16.8	1.21	1.0
C=CCNC(=O)CC(=O)N/N=C/c1cccc(Br)c1	106.4	4.4	2.8	-0.4	2.3	-4.1	96.1	-2.3	0.94	0.4
CC1CCCCN1C(=O)c1cc2nc(-c3ccccc3)cc(-c3ccccc3)n2n1 (configuration not stated)	99.8	-5.6	1.2	-0.6	-2.6	-1.4	105.2	2.6	0.38	5.0
Cc1ccccc1N=C(NO)c1nonc1N	103.7	-5.0	-2.1	-0.3	3.0	-3.9	102.8	-3.0	0.99	0.1
Cc1ccc(-c2nc3ncccn3c2NC(=O)C2CC2)cc1	111.1	-4.5	-5.1	0.1	5.2	-6.4	104.0	-5.2	1	0.3
COc1ccccc1C(=O)NCc1ccccn1	87.8	-9.1	16.5	-0.1	0.0	-1.8	106.6	0.0	1.29	0.1
CCOC(=O)c1sc2ncnc(N3CCN(C)CC3)c2c1C	88.0	-1.1	16.9	-0.3	-16.9	-3.3	100.4	16.9	1.33	0.6
CCOC(=O)C1CCCN(c2c(NCCCN(C)Cc3ccccc3)c(=O)c2=O)C1 (configuration not stated)	106.6	1.0	-5.0	0.0	-15.4	-1.1	99.1	15.4	0.98	4.7
CCOC(=O)N1CCN(C(=O)CN(Cc2ccc(Cl)cc2)S(C)(=O)=O)CC1	104.1	-0.6	-0.4	-0.3	-1.0	3.8	100.5	1.0	1.16	1.8
c1ccc(CN2CCN(c3nc4ccccc4n4cnnc34)CC2)cc1	83.1	-5.7	28.2	-0.3	-0.6	-6.5	105.1	0.6	0.89	0.8
O=C(CN1CCOc2ccccc21)NC1CCN(Cc2ccccc2)CC1	92.8	0.9	16.9	-0.1	-7.9	-4.0	99.2	7.9	0.6	1.0
Clc1ccc2oc(-c3ccccc3)cc(=NCCCN3CCOCC3)c2c1	94.7	-51.5	8.0	-0.2	-70.1	4.5	146.6*	70.1	1.81	0.7
CCS(=O)(=O)N1CCc2cc(OC)c(OC)cc2C1	102.2	0.3	-0.6	-0.2	-5.5	-10.0	99.7	5.5	1.43	1.2
CC(C)Cc1cc(C(=O)Nc2cc(Cl)ccc2Cl)no1	138.5*	-0.6	-40.7	-0.1	4.5	-5.3	100.5	-4.5	1.22	1.5
COc1cccc(CC(NC(C)=O)C(=O)NC2CCN(c3c4c(nc5ncnn35)CCC4)CC2)c1OC (configuration not stated)	92.3	-1.4	14.4	-0.2	-16.2	-6.4	101.2	16.2	0.87	1.3

Continued.
SMILES	STAT3 activator	STAT1 blocker	STAT3 inh	Hsp70 act	APP transl inh	FLuc inh counter	STAT1 activator	APP 5'UTR act	NF-kB neuron act	RAM network inh
O=C(O)/C(=C\c1cccs1)c1ccccc1	103.5	-2.0	0.5	-0.3	-7.8	-2.7	100.3	7.8	0.96	-0.6
CCOc1ccc2c(c1)sc1nc(C(=O)OC)cc(=O)n12	105.4	0.2	-3.9	-0.4	0.2	/	99.8	-0.2	/	/
COCCCNC(=O)NC(=O)c1ccccc1	102.6	-1.0	1.7	0.1	-3.1	-2.1	100.8	3.1	0.99	0.4
CC1(C)N=C(c2ccccc2)C(=O)N1	98.6	-8.9	7.3	-0.3	-4.8	-4.8	108.1	4.8	0.92	0.2
COCCN(C(=O)CSc1nnc(-c2cccc(C)c2)n1C)c1c(N)n(Cc2ccccc2)c(=O)[nH]c1=O	99.7	-4.2	4.4	-0.3	0.5	-4.0	103.5	-0.5	1.16	-1.7
Clc1ccc(OCc2cc(-c3ccccc3)no2)cc1Cl	92.0	-10.2	15.3	0.1	-11.8	-2.5	109.2	11.8	1.76	3.2
COc1ccc(OC)c(-n2c(C)cc(C=O)c2C)c1	104.2	-4.5	-0.2	-0.3	-13.9	-2.9	102.7	13.9	0.98	0.6
CCC(CC)C(=O)OCC(=O)Nc1cccc([N+](=O)[O-])c1	103.2	5.5	5.9	0.1	-18.3	-1.8	95.1	18.3	1.32	2.9
Cc1sc(N)c(C#N)c1C	100.4	3.2	-3.1	-0.1	-1.4	-7.5	97.2	1.4	1.1	0.7
COc1ccc(-c2nnc(OCc3ccccc3)c3ccccc23)cc1	90.8	-4.2	13.3	-0.2	-18.0	-4.1	103.8	18.0	0.87	2.9
Cc1cc(NC(=O)c2cc(Cl)ccc2Cl)no1	87.1	4.0	20.6	-0.5	11.8	-6.0	96.3	-11.8	1.09	2.5
CS(=O)(=O)N(CC(=O)NCCSCc1ccccc1)c1ccc2c(c1)OCO2	101.2	-0.3	0.2	-0.4	7.0	-3.2	99.2	-7.0	1.71	1.3
Cc1oc(/N=C/c2cccc3ccccc23)c(C#N)c1C	98.9	6.1	7.7	-0.2	-0.3	-4.0	94.9	0.3	1.02	0.4
O=C(NNC(=O)C1CCN(Cc2cccc(F)c2)CC1)c1cccs1	105.8	-10.2	-0.1	0.0	13.6	-5.9	107.3	-13.6	1.18	6.1
COc1cc(NC(=O)c2ccccc2F)ccc1NC(=O)c1ccccc1Cl	85.1	-16.0	24.5	-0.3	-23.4	2.1	113.3	23.4	0.94	4.1
O=C(O)C1CSC2(c3ccc4c(c3)OCCO4)CCC(=O)N12 (configuration not stated)	100.0	-11.3	4.3	-0.1	-2.5	-8.2	110.2	2.5	1.41	0.8
O=C(Nc1cccc2c1CCCC2)c1cc([N+](=O)[O-])cc([N+](=O)[O-])c1	101.5	-0.7	-3.5	0.2	-7.1	-4.0	100.7	7.1	1.2	1.7
COc1cc(OC)cc(C(=O)Nc2ccc([N+](=O)[O-])cn2)c1	92.5	-1.7	11.4	-0.3	-9.6	-2.9	101.5	9.6	1.43	0.2
O=C(NCc1ccccn1)c1cc2ccccc2oc1=O	91.2	-7.2	11.6	0.0	-8.1	17.7	104.9	8.1	1.59	0.4
CCOC(=O)NCCc1c(C)nc2c(c(C)nn2C(C)(C)C)c1C	100.0	-1.1	5.3	0.2	-9.3	-6.1	101.0	9.3	0.8	1.5

Going on with the list:
SMILES	STAT3 activator	STAT1 blocker	STAT3 inh	Hsp70 act	APP transl inh	FLuc inh counter	STAT1 activator	APP 5'UTR act	NF-kB neuron act	RAM network inh
COc1cccc(OC)c1OCCNC(C)(C)C	101.0	4.6	6.5	0.3	5.1	-7.9	95.9	-5.1	1.23	1.6
COC(=O)CCc1nc2ccccc2[nH]c1=O	96.7	0.3	3.4	-0.6	-0.7	-8.2	99.7	0.7	1.11	2.4
Cc1cc(C)c(NC(=S)NC(=O)c2ccc(-c3ccccc3)cc2)c(C)c1	104.7	6.7	0.2	-0.4	0.9	-5.3	93.9	-0.9	0.7	4.0
Cc1ccc(C2OCC3(CO2)COC(c2ccc(C)cc2)OC3)cc1 (configuration not stated)	108.0	-7.2	-7.3	-0.3	-11.0	-4.9	106.5	11.0	0.9	2.8
O=C(NNC1=Nc2cccc3cccc1c23)c1ccc(Br)cc1	96.9	-0.5	13.6	-0.1	6.4	2.8	98.8	-6.4	0.97	5.7
CCOC(=O)/C(C(C)=O)=C1/OC(=O)c2ccccc21	98.8	3.9	5.9	-0.1	-10.5	-10.6	96.4	10.5	0.88	0.7
CC1=NN(C(=O)CSCc2ccccc2)C(O)(c2ccc(Cl)cc2)C1 (configuration not stated)	103.0	1.4	8.2	-0.1	-15.0	-11.5	97.9	15.0	1.28	0.9
COc1ccc(OC)c(-c2csc(N(CC3CCCO3)C(=O)Cc3ccccc3)n2)c1 (configuration not stated)	104.5	-9.7	2.0	-0.2	24.1	-7.4	107.0	-24.1	1.25	6.2
Cc1ccc(/C=N/N2CCN(C3c4ccccc4-c4ccccc43)CC2)s1	103.6	1.2	-2.0	-0.1	-2.5	-6.8	99.0	2.5	1.08	1.2
CCOC(=O)N1CCN=C1SCc1ccc(Cl)c(Cl)c1	88.9	3.0	19.9	0.3	-4.9	-7.2	96.9	4.9	1.31	-1.9
O=C(COc1ccc(Cl)cc1[N+](=O)[O-])N/N=C/c1cccs1	93.8	-1.8	11.0	0.0	-27.7	6.3	99.8	27.7	1.17	4.3
CC(/C=N/NC(=O)CN1CCN(Cc2ccc(Cl)cc2)CC1)=C\c1ccco1	100.5	1.1	-3.2	-0.3	-8.0	-4.5	101.2	8.0	1.13	2.2
CC(C)OC(=O)c1cccnc1SCc1cc(=O)n2ccccc2n1	144.2*	3.4	-47.7	-0.2	12.2	-1.6	96.9	-12.2	0.9	-1.1
CCOC(=O)c1ccc2c(c1)N(CC#N)C(=O)C(C)(C)O2	101.4	-0.1	9.9	-0.1	-0.3	2.4	99.3	0.3	1.56	0.8
Cc1cc(NC(=O)c2ocnc2C)no1	96.7	-4.7	7.9	-0.2	1.3	-3.7	104.3	-1.3	1.17	0.7
COc1cc2c(cc1NC(=O)c1cccnc1)CCCC2	77.0	3.6	27.6	-0.2	-8.1	-2.6	96.7	8.1	1.09	0.6
O=C(CN1C2=NCCCN2c2ccccc21)c1cccs1	96.9	-0.2	9.0	-0.3	2.0	-5.1	100.2	-2.0	1.03	0.3
COc1cccc(C(=O)N2CCOCC2)c1	82.4	1.0	29.2	-0.2	2.8	-9.5	98.4	-2.8	1.04	2.1
N#CCCN(Cc1ccccc1)C(=S)NC(=O)c1ccccc1	103.4	2.4	5.7	0.1	0.5	2.3	98.2	-0.5	1.25	-0.8
O=C(O)CCCC(=O)NNC(=O)c1cccc(Br)c1	102.2	1.1	6.8	-0.1	-8.7	-7.3	99.2	8.7	0.92	1.0
CN(C(=O)COC(=O)c1ccccc1C(=O)N1CCN(c2ccccc2)CC1)c1ccccc1	102.0	-4.0	6.4	-0.3	-0.1	-5.4	101.8	0.1	0.86	0.1
OCC1CCN(Cc2nc(Cc3ccccc3Cl)no2)CC1	109.5	-12.5	-5.7	-0.3	1.8	-1.9	110.3	-1.8	1.23	-0.1
